SENP8 block: inhibitors of human SENP8 protease; Q96LD8; AID 2540; purified SENP8, Z-RLRGG-aminoluciferin cleavage, luminescence; inhibition, % at 10 µM; actives 1.2% (n = 330,000)
CCR6 antag: CCR6 (human) receptor antagonism. P51684. CHO-K1 CCR6 PathHunter beta-arrestin, luminescence, CCL20-stimulated. inhibition, % at 20 µM. actives 0.49% (n = 340,000);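 active = compounds whose inhibition of the agonist-driven luminescence signal at 20 µM reaches about 50%, limit read from the data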;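 note: cells stimulated with CCL20 at 14 nM final; plate controls were DMSO with CCL20 for no effect and DMSO without agonist for full effect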
Gli-Sufu antag: blocks Gli-Sufu signaling in a luciferase reporter | Sufu-KO-LIGHT fibroblasts, Gli luciferase reporter luminescence | inhibition, % at 5 µM | actives 0.74% (n = 340,000) | AID 588413;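 active = inhibition above about 55%, limit read from the data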;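 note: 0% = DMSO-treated cells and 100% = wells with medium but no cells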
EBI2 antag: EBI2 (human) antagonism | EBI2 beta-arrestin recruitment, luminescence, 7a,25-OHC stimulated | inhibition, % at 5 µM | actives 0.81% (n = 360,000); in the data active = inhibition above about 38%;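 note: enzyme fragment complementation signal reports receptor beta-arrestin coupling in cells; 0% = agonist plus DMSO wells and 100% = wells without agonist; some results beyond the cut were filed as inactive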
Apaf-1 inh: blocks human Apaf-1 apoptosome activity. actives 0.71% (n = 330,000). reconstituted apoptosome caspase-3 activity, DEVD-Rh110 fluorescence. AID 489030. O14727. inhibition, % at 20 µM; active = inhibition of at least 40% at 20 µM;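 note: plate controls were DMSO wells for no effect and DEVD-CHO caspase inhibitor wells for full effect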
Target sequence (O14727 whole entry, looked up): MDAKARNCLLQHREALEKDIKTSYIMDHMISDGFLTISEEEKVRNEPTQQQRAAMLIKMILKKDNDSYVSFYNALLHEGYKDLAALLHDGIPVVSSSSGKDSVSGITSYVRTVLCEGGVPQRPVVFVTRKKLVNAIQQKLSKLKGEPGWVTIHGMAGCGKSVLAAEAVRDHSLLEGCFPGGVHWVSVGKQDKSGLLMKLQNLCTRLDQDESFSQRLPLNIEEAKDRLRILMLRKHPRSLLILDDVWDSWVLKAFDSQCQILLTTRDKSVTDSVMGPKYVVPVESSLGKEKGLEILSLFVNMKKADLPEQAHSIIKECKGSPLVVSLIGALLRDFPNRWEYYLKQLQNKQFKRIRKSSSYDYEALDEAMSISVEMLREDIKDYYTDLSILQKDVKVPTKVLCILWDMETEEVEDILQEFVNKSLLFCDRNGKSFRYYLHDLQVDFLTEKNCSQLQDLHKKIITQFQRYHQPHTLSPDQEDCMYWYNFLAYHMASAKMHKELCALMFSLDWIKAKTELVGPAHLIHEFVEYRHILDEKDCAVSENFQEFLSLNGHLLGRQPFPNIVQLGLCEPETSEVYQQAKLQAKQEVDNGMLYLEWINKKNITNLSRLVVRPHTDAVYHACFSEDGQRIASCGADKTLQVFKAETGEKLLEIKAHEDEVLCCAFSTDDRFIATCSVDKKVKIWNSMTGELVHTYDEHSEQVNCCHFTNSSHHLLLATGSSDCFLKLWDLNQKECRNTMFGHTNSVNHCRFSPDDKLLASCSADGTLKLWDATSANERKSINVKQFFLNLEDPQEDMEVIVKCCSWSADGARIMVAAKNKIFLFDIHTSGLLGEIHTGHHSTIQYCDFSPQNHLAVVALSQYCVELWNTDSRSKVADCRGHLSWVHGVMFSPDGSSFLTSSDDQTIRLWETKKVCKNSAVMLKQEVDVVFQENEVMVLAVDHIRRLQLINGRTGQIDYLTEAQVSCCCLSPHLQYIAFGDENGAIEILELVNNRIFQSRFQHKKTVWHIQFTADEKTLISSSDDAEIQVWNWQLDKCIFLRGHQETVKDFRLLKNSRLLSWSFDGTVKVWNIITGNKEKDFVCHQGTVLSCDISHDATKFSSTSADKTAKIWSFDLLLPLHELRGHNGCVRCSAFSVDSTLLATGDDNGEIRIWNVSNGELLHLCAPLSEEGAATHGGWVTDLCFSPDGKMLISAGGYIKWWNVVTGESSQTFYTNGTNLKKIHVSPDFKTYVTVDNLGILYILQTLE
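Medium: Hepes buffer, pH 7.5 / System: biochemical Apaf-1 apoptosome reconstitution / Measured by: Rh110 fluorescence, excitation 480 nm, emission 540 nm / Times: compound with Apaf-1, dATP, procaspase-3 30 min, then 50 min reaction, room temperature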
UBC13 inh: human UBC13 polyubiquitination inhibition; P61088; UBC13 polyubiquitin chain formation, TR-FRET; inhibition, % at 20 µM; actives 0.47% (n = 330,000); AID 485273; in the data active = inhibition above about 45%, passing the limit was not always enough
697 NFkB inh: lowers PMA/ionomycin-induced NF-kB signal in 697 B cells; 697 B-cell NF-kB luciferase reporter, 16 h; inhibition, % at 4 µM; actives 0.33% (n = 330,000); AID 435022; in the data active = inhibition above about 35%
Jurkat NFkB inh: inhibitors of the PMA/ionomycin-induced NF-kB reporter in Jurkat cells. PMA/ionomycin-induced NF-kB luciferase reporter, luminescence. inhibition, % at 4 µM. actives 0.53% (n = 330,000)
An asterisk follows results filed as active; nt = no result given. Cut-off read from the data, not from the text of the source, unless noted: active = inhibition above about 50%; inactive = the rest. These rows are one share of the data (hit frequency here may not be typical).

canonical_smiles | Gli-Sufu antag | Jurkat NFkB inh | Apaf-1 inh | CCR6 antag | UBC13 inh | 697 NFkB inh | EBI2 antag | SENP8 block
CCc1cc(C(=O)OC)c(NC(=O)CC2Nc3cc(C)c(C)cc3NC2=O)s1 (stereo not drawn) | -1 | 3 | 2 | 5 | 6 | -5 | -4 | -2
O=S(=O)(NCC1CN(S(=O)(=O)c2c(F)cccc2F)C1)c1ccc2c(c1)OCCO2 | 28 | 22 | -8 | 5 | -7 | -20 | -10 | 0
COc1ccc(S(=O)(=O)Cc2ccc(C(=O)N3CCN(c4ccccn4)CC3)o2)cc1 | 5 | -6 | -3 | -3 | 3 | -2 | 2 | 10
Cn1nc(C(=O)OCC(=O)Nc2ccc(C(N)=O)cc2)c2ccccc2c1=O | -4 | 13 | -12 | 7 | 12 | 9 | -6 | 6
O=C(NS(=O)(=O)c1ccc(Cl)s1)c1ccccc1 | -6 | 0 | -13 | 13 | 0 | 12 | -9 | 1
O=[N+]([O-])c1cccc(OCCN2CCC(Cc3ccccc3)CC2)c1 | 18 | -24 | 4 | 1 | -4 | -37 | 0 | -12
Cc1sc2nc(COC(=O)C(NC(=O)c3ccc(Cl)cc3Cl)C(C)C)[nH]c(=O)c2c1C (stereo not drawn) | -30 | -9 | 27 | 3 | -3 | -12 | -5 | -9
CCCC1(C(=O)OC)NC(c2ccc(OC)c(OC)c2)C2C(=O)N(c3ccc4c(c3)OCO4)C(=O)C21 (stereo not drawn) | 3 | 2 | 4 | 17 | -3 | 6 | -7 | 0
COc1ccc(OC)c(S(=O)(=O)Nc2ccccc2C(=O)N2CCCCC2)c1 | -5 | -11 | 6 | 6 | -3 | -13 | 2 | -3
CCc1ccc(NS(=O)(=O)c2c(C)nc3sc(CC)nn3c2=O)cc1 | 4 | -14 | 8 | 3 | -5 | -19 | -5 | -7
NCCCC[C@H]1CNC(=O)C(=O)N1CCC12CC3CC(CC(C3)C1)C2 | 1 | 12 | -2 | 2 | 10 | 2 | -6 | 1
CC1CCc2c(sc3nc(C(C)(C)C)nc(N4CCN(C(=O)CCl)CC4)c23)C1 (stereo not drawn) | 10 | 23 | 29 | 13 | -3 | 40* | -3 | -8
COc1ccc(S(=O)(=O)n2oc(=O)cc2-c2ccccc2)cc1 | 5 | 0 | 1 | 14 | -12 | 5 | -5 | -10
O=S(=O)(Nc1cc(S(=O)(=O)N2CCOCC2)ccc1O)c1ccc2c(c1)OCCCO2 | 5 | -1 | 6 | 6 | -19 | 15 | 7 | -7
Cc1ccccc1CSc1nc(-c2ccccc2)cc(=O)[nH]1 | 2 | 7 | -3 | -3 | -6 | 24 | -6 | -2
CCn1c(COc2ccccc2C)nnc1SCC(=O)CC(=O)Nc1ccccc1OC | 9 | -3 | 17 | 3 | -2 | 8 | 4 | 2
NS(=O)(=O)c1ccc(O)c(NC(=O)c2ccc([N+](=O)[O-])o2)c1 | 2 | 3 | -2 | 1 | -14 | 10 | 1 | 7
COc1ccc(C(=O)N/C(=C\c2ccccc2)C(=O)Nc2cccc(C(=O)O)c2)cc1 | 0 | -6 | 8 | 6 | -2 | 3 | -7 | -3
CCOc1ccc(-c2noc(=O)[nH]2)cc1 | 0 | -1 | -9 | 0 | 10 | -2 | -2 | -4
O=C(N/C=C/c1ccccc1)Nc1ccc(Cl)cc1 | -78 | -21 | 2 | 16 | -4 | 7 | 3 | -11
COc1ccccc1N1CCN(C(=O)c2c(-c3c(Cl)cccc3Cl)noc2C)CC1 | -2 | -3 | 2 | -9 | 0 | -2 | 6 | -4
CCn1cc(C2N3CC4(C)CN2CC(C)(C3)C4=O)c2ccccc21 (stereo not drawn) | -4 | 6 | 3 | 3 | -6 | 9 | -4 | -11
COc1ccc(NC(=O)CN(Cc2ccccc2)S(C)(=O)=O)cc1OC | -1 | -9 | 41* | 4 | 4 | 15 | -17 | -3
COc1cccc(-c2sc3ccc(OC)cc3c2-c2ccc(OCCN(C)C)cc2)c1 | 12 | -3 | 75* | 39 | 84* | 8 | -6 | -5
COC(=O)c1coc(-c2ccc(C)cc2)c1C(=O)OC | -19 | -26 | -4 | -8 | -4 | -4 | 5 | -8
O=C1NC2(CCCCC2)Oc2ccccc21 | 1 | -20 | 6 | 7 | 2 | 8 | -14 | -10
O=C(CCN1C(=O)c2ccccc2C1=O)Nc1sc2c(c1C(=O)NCc1ccco1)CCCC2 | 4 | 13 | 16 | 17 | -15 | 21 | 4 | -11
Fc1ccc(CNCc2ccccc2Cl)cc1 | 3 | -14 | 6 | 18 | 10 | 14 | 4 | -4
Cc1nnc(SCC(=O)N(CC(C)C)c2c(N)n(Cc3ccccc3)c(=O)[nH]c2=O)n1N | -8 | 0 | -3 | 3 | -2 | 5 | -9 | -8
CC1=C(/C=C/C(C)=C/C=C/C(C)=C/C=C/C=C(C)/C=C/C=C(C)/C=C/C2=C(C)CCCC2(C)C)C(C)(C)CCC1 | nt | 11 | -7 | nt | -47 | 11 | nt | 4
O=C(Cn1nnc2c(cnn2-c2ccc(F)cc2)c1=O)c1ccccc1F | -3 | -6 | 1 | 8 | -1 | -40 | 0 | 0
CCOC(=O)CN(C#N)c1nc(N(C)C)nc(N(C)C)n1 | -24 | -2 | -9 | -12 | 14 | 0 | 5 | 0
COc1cc(O)c2c(=O)cc(-c3ccccc3)oc2c1 | -46 | -41 | 0 | 6 | 3 | -5 | 14 | -10
COc1ccc(C(=O)NNC(=O)COc2ccc(Cl)cc2)c(OC)c1 | 4 | -4 | 5 | 25 | 9 | 0 | 15 | -11
N#C/C(=C/c1ccccc1OCc1ccc(F)cc1)c1ccc(C(=O)O)cc1 | 6 | -9 | -7 | 2 | -15 | -28 | 3 | 1
CCN1CCN(C(=O)c2cc3cc([N+](=O)[O-])ccc3oc2=O)CC1 | 0 | 0 | -22 | 13 | 7 | -1 | -5 | 0
COc1ccc(N2CCN(C(=O)c3ccc(Cn4nc(C)c([N+](=O)[O-])c4C)o3)CC2)cc1 | 90* | 0 | 12 | 19 | -3 | -8 | 7 | 5
COC(=O)C1=C(C)N(Cc2ccco2)C(=O)/C1=C\c1ccc([N+](=O)[O-])cc1 | 2 | 7 | 1 | 10 | -20 | -16 | -7 | -2
CCS(=O)(=O)CCn1c([N+](=O)[O-])cnc1C | -2 | -5 | -12 | -4 | 12 | 8 | -4 | 9
O=C(Cn1cnc([N+](=O)[O-])n1)c1ccccc1 | 24 | -1 | -7 | 8 | 4 | 2 | -18 | 2
COc1ccc(NC(=S)NC(NC(=O)c2ccccc2Cl)C(Cl)(Cl)Cl)c([N+](=O)[O-])c1 (stereo not drawn) | -11 | -3 | 4 | 56* | -9 | 4 | 10 | 13
COc1cc(C(=O)Nc2ccc(-c3nnc(-c4ccco4)o3)cc2)cc(OC)c1OC | 24 | -4 | 12 | 9 | -5 | -50 | 0 | 11
Cc1nnc(NC(=O)CC(NC(=O)C(F)(F)F)c2ccccc2)s1 (stereo not drawn) | -18 | -13 | -11 | 9 | 3 | -9 | -9 | 3
Cc1ccc(CC(=O)N2CCN(c3ccc([N+](=O)[O-])cc3)CC2)cc1 | 24 | 48 | 15 | 10 | -7 | -2 | 19 | -8
CCOCc1c(C(=O)NC2CCCCCC2)oc2ccccc12 | 1 | -2 | 9 | 12 | 0 | 2 | -11 | 1
CCOc1ccc(CNC(=O)c2ccc(Sc3ccc(C)cc3)c(NC(C)=O)c2)cc1OC | 4 | -4 | 2 | 4 | 27 | -2 | 12 | -8
O=S(=O)(c1ccc(Br)cc1)N1CCN(Cc2ccco2)CC1 | 9 | 4 | 4 | 1 | 1 | 25 | -4 | 1
O=C(/C=C/c1ccc2c(c1)OCO2)N1CCOCC1 | -19 | -20 | -5 | -17 | 5 | 1 | 8 | -7
CCCC(=O)NC(c1ccc(N(C)C)cc1)c1c(O)ccc2ccccc12 (stereo not drawn) | -3 | 11 | 2 | 8 | 5 | 4 | -4 | 4
O=C(Cc1ccccc1)N/N=C/c1ccc(-c2ccc([N+](=O)[O-])cc2)o1 | 2 | 7 | 10 | -15 | -1 | 35 | 0 | 2
COC(=O)c1ccc(Oc2nc(N3CCCCC3)nc(N3CCOCC3)n2)cc1 | 5 | 16 | 11 | 5 | 2 | 1 | 19 | -2
CC(C)(C)SCCNC(=O)CSCc1ccc([N+](=O)[O-])cc1 | -3 | 5 | -5 | 17 | 4 | 8 | 1 | 0
COc1ccc(CN2CCN(C(=O)C3CCN(C(=O)Nc4ccccc4)CC3)CC2)cc1OC | 3 | 5 | -2 | -3 | -4 | -10 | 4 | 5
CCOC(=O)C1=C(C)N(CCCC(=O)O)C(=O)NC1c1ccccc1 (stereo not drawn) | -4 | 12 | -4 | -2 | -6 | 14 | 1 | 5
O=C(O)C1CCC(=O)N1Cc1ccccc1Cl (stereo not drawn) | -6 | -3 | -7 | -9 | 1 | 2 | -5 | -1
Cc1ccc2nc(N3CCN(Cc4ccc(F)cc4)C3=O)c(C)cc2c1 | -18 | -16 | 13 | 0 | 10 | -5 | -3 | -2
O=C(CSc1nnnn1C1CCCC1)Nc1ccc(F)cc1 | 3 | 13 | 10 | -4 | 0 | -3 | 1 | 7
CC(C)(C)c1ccc(C(=O)CCCSC2=C(C#N)C(c3ccco3)C3=C(CCCC3=O)N2)cc1 (stereo not drawn) | 0 | 3 | 14 | 22 | 4 | -30 | 16 | -4
COc1ccc(-n2c(N)cc(=O)[nH]c2=O)cc1 | 2 | -1 | -18 | 15 | 6 | 9 | nt | 8
Cc1cc2cc(CNC(=O)c3ccc(C)c([N+](=O)[O-])c3)ccc2[nH]1 | 58* | 7 | 3 | 9 | -3 | 17 | 2 | -5

(cont.)
canonical_smiles | Gli-Sufu antag | Jurkat NFkB inh | Apaf-1 inh | CCR6 antag | UBC13 inh | 697 NFkB inh | EBI2 antag | SENP8 block
Cc1cccc(C)c1OC(=O)C(c1ccccc1)c1ccccc1 | 10 | 9 | 15 | 26 | -8 | 3 | 9 | 4
C=CCN1C(=O)C(Cc2ccc(OC)cc2)S/C1=N\N=C\c1cccs1 (stereo not drawn) | -3 | 6 | 6 | 18 | -2 | 9 | 0 | 4
COc1ccccc1CNC(=O)CN1C(=O)CSc2ccc(S(=O)(=O)N3CCCC3)cc21 | 6 | 3 | -19 | 1 | 7 | 10 | -3 | -3
O=C(c1cc(=O)[nH]c2ccccc12)N1CCN(c2cccc(C(F)(F)F)c2)CC1 | 6 | 0 | 12 | 5 | -6 | -8 | 2 | -3
CCC(C)NC(=O)c1n[nH]c(=O)c2ccccc12 (stereo not drawn) | 6 | -14 | 5 | 6 | 6 | 3 | -4 | 3
COC(=O)c1sccc1NC(=O)C1CC1 | -4 | 5 | -19 | 5 | -5 | -24 | 5 | 9
COc1ccccc1C(=O)CC(=O)c1ccccc1 | -44 | -72 | 8 | 10 | -9 | -131 | -19 | 11
O=S(=O)(c1ccc(OC(F)(F)F)cc1)N1CCCC(N2CCOCC2)C1 (stereo not drawn) | -16 | 3 | -12 | 2 | -3 | -5 | 2 | -1

Rewritten with two lines to a compound: four of the compounds above.
Order of values: Gli-Sufu antag, Jurkat NFkB inh, Apaf-1 inh, CCR6 antag, UBC13 inh, 697 NFkB inh, EBI2 antag, SENP8 block
CCCC(=O)NC(c1ccc(N(C)C)cc1)c1c(O)ccc2ccccc12 (stereo not drawn)
 : -3, 11, 2, 8, 5, 4, -4, 4
CCCC1(C(=O)OC)NC(c2ccc(OC)c(OC)c2)C2C(=O)N(c3ccc4c(c3)OCO4)C(=O)C21 (stereo not drawn)
 : 3, 2, 4, 17, -3, 6, -7, 0
COc1ccccc1N1CCN(C(=O)c2c(-c3c(Cl)cccc3Cl)noc2C)CC1
 : -2, -3, 2, -9, 0, -2, 6, -4
O=C(N/C=C/c1ccccc1)Nc1ccc(Cl)cc1
 : -78, -21, 2, 16, -4, 7, 3, -11

Source: PubChem
